KDM5B inhibitor – inhibitors of human KDM5B histone demethylase. Q9UGL1. KDM5B demethylase, FDH-coupled NADH fluorescence (FDH is formaldehyde dehydrogenase). Potency, µM (highest dose often 57.7 µM), for the others: at the highest dose activity change, negative = inhibition, usual class: inhibitors. hit rate 2.6% among 220,000. AID 1347165; active means well fitted inhibition curve with a large enough effect; inconclusive means small, poorly fitted or top-dose-only effect; inactive means no such curve, though single readings can be large or run the other way; further: 0% is about no effect; nearly all actives have a fitted effect of over 70% in size
Target sequence (Q9UGL1 whole entry, looked up): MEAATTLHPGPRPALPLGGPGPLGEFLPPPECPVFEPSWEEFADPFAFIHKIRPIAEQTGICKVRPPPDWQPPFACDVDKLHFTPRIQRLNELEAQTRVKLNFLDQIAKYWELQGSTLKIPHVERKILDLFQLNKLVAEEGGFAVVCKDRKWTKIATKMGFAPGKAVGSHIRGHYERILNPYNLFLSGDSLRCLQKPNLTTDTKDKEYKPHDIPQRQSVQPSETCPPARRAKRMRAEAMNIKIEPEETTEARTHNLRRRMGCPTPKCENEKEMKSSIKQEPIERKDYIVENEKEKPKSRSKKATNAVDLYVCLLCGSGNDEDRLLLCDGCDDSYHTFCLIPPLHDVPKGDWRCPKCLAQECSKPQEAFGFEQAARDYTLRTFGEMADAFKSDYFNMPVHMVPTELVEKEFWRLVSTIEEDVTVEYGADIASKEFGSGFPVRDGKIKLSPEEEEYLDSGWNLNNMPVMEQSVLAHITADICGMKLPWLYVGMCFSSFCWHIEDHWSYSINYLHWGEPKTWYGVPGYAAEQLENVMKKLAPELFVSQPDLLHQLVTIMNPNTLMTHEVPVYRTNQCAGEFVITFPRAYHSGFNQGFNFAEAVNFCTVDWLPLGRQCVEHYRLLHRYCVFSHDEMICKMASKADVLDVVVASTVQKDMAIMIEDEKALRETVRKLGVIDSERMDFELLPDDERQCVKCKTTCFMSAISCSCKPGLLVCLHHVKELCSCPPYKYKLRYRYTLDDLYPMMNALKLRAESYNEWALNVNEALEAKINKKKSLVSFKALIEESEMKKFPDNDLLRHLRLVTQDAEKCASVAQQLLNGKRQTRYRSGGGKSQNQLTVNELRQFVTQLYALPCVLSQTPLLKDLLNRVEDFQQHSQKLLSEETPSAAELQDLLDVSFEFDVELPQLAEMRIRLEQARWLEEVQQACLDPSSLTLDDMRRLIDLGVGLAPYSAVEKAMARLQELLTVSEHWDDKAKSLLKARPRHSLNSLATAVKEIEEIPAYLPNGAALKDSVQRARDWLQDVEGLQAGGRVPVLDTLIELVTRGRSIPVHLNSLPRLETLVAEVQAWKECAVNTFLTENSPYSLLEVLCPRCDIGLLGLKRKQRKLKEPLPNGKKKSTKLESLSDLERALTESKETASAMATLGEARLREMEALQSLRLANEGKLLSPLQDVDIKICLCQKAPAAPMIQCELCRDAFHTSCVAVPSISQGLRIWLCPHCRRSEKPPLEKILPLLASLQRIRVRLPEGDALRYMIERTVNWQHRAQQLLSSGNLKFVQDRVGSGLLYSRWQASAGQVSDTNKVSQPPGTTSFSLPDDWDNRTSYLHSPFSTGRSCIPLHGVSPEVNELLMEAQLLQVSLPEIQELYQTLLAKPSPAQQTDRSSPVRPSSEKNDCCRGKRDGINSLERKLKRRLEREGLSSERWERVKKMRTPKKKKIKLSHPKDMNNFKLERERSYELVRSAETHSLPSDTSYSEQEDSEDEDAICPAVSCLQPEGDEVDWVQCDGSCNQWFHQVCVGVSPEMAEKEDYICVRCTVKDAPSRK
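Here, H3K4me3 peptide (12.5 µM in substrate mix) is demethylated by KDM5BΔAP, 200 nM final, after 10 min compound exposure. Formaldehyde product is coupled through FDH (0.25 U/mL in mix) to NADH fluorescence; 30-min ΔRFU feeds dose-response curves.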
The depositor's hits bear a star; ? = inconclusive; & = joins results of further samples; [ ] = remark or other dose. Potency means the concentration at half of the fitted maximal effect. Not all compounds are listed; count on the stated rates, not on these rows.

The first 5 records, ahead of the listing:
SMILES | KDM5B inhibitor
CC(=O)N1CCc2nc3sc(C(=O)Nc4ccccc4F)c(N)c3c(C(F)(F)F)c2C1 | 12%
CCc1cc(-c2nc(N)ncc2-c2ccc(Br)cc2)c(O)cc1OC | 4%
COc1ccc(Nc2nc(N)c(C(=O)c3cc(C)ccc3C)s2)cc1 | -6%
CCCCc1ccc(NC(=O)c2ccc3c(c2)CCN3S(=O)(=O)CC)cc1 | 104%[activator]
Cc1ccc(NC(=O)CSCc2cc(=O)c3ccccc3[nH]2)c(C)c1 | -16%

The list itself, from the first entry:
SMILES | KDM5B inhibitor
CC(=O)N1CCc2nc3sc(C(=O)Nc4ccccc4F)c(N)c3c(C(F)(F)F)c2C1 | 12%
CCc1cc(-c2nc(N)ncc2-c2ccc(Br)cc2)c(O)cc1OC | 4%
COc1ccc(Nc2nc(N)c(C(=O)c3cc(C)ccc3C)s2)cc1 | -6%
CCCCc1ccc(NC(=O)c2ccc3c(c2)CCN3S(=O)(=O)CC)cc1 | 104%[activator]
Cc1ccc(NC(=O)CSCc2cc(=O)c3ccccc3[nH]2)c(C)c1 | -16%
O=C(Cn1nnc2sc3c(c2c1=O)CCCC3)OC1CCCC1 | -17%
O=C(NCCCc1ccccc1)C12CC3CC(CC(C3)C1)C2 | 20%
CCOC(=O)C1CCCN(C(=O)C2CC(c3ccc(CC)cc3)CN(C(C)=O)C2)C1 (stereo unspecified) | ?
O=C(O)CNc1ccccc1 | -29%
CCCc1nc(N2CCN(CC(=O)N3CCCC3)CC2)c(C#N)c2c1CCC2 | -31%
COc1cccc(NC(=O)Cn2cnc3onc(-c4ccccc4F)c3c2=O)c1 | 5%
O=C1CCN(C(=O)c2cccs2)CCCC(CO)CCN1 (stereo unspecified) | -2%
CN(C)C(=O)c1ccc(-c2cccc(-c3ccn(CC4CC4)n3)c2)o1 | 15%
Cc1ccc(NC(=O)Cc2coc3c(C)c(C)ccc23)c(C)c1 | 13%
O=C(Cn1cnc2onc(-c3ccc(F)cc3)c2c1=O)N1CCN(c2ccccc2F)CC1 | -13%
Cc1ccsc1-c1nc(CN(C)Cc2noc(C(C)C)n2)c(C)o1 | ?
CCOC(=O)c1ccoc1COC(=O)c1[nH]c(C)c(C(=O)OC)c1C | 6%
COc1cccc(NC(=O)c2ccc(-c3nc(COc4ccc(C)cc4)c(C)o3)cc2)c1 | 26%
Cc1ccc(F)cc1CN1CCOc2cc([S+](N)(=O)[O-])ccc2C1 | -1%[86.2 µM]
CN(C)C(=O)C1CN(C(=O)NCc2ccc(F)cc2)CC12CCOCC2 (stereo unspecified) | 19%
O=C(COc1ccc(Cl)cc1)N1CCN(c2ccccc2)C(=O)C1 | -3%
CCCNC(=O)N1CC(Oc2ccc(-c3nc(-c4ccccc4)no3)cc2)C1 | -19%
CN(C)S(=O)(=O)N(CC(=O)Nc1ccc(F)cc1F)c1ccccc1 | 15%
COC(=O)CSc1nc2sc3c(c2c(=O)n1-c1ccccc1C)CC(C)(C)OC3 | -9%
COCCN1CCN(C(=O)C2CCC(=O)N(Cc3ccccc3OC)C2)CC1 (stereo unspecified) | 3%
O=C1N(Cc2ccccc2)c2ccc(Cl)cc2C1(O)c1c[nH]c2ccccc12 (stereo unspecified) | -6%
CCOc1ccc(-n2cc(-c3ccccc3)c3c(N4CCN(c5ccccc5OC)CC4)ncnc32)cc1 | -26%
CN(Cc1cnn(-c2ccccc2)c1)Cc1cc2ccccc2[nH]c1=O | ?
CCn1nc(C(=O)Nc2ccc(OCC(N)=O)cc2)c2ccccc2c1=O | -9%
Cc1ccc(C2CCN(C(=O)c3cnn(-c4cccc(Cl)c4)c3C3CCN(C(=O)OC(C)(C)C)CC3)C2)cc1 (stereo unspecified) | ?

Single entries from the entries so far.
`O=C1N(Cc2ccccc2)c2ccc(Cl)cc2C1(O)c1c[nH]c2ccccc12` (stereo unspecified) in KDM5B inhibitor is listed with -6%
`COc1cccc(NC(=O)c2ccc(-c3nc(COc4ccc(C)cc4)c(C)o3)cc2)c1` in KDM5B inhibitor is listed with 26%
`COCCN1CCN(C(=O)C2CCC(=O)N(Cc3ccccc3OC)C2)CC1` (stereo unspecified) in KDM5B inhibitor is listed with 3%
`O=C(COc1ccc(Cl)cc1)N1CCN(c2ccccc2)C(=O)C1` in KDM5B inhibitor is listed with -3%
`CCOc1ccc(-n2cc(-c3ccccc3)c3c(N4CCN(c5ccccc5OC)CC4)ncnc32)cc1` in KDM5B inhibitor is listed with -26%

(continued)
SMILES | KDM5B inhibitor
N#Cc1ccc(C(=O)N(Cc2cccs2)C2CC2)cc1 | 8%
COc1ccc(C(=O)N(C)Cc2ccon2)cc1OC1CCN(C(C)C)CC1 | 30%
Cc1cc(C)c2oc(C(=O)Nc3cccnc3)cc(=O)c2c1 | 16%
Cc1ccc(OCC(=O)N(Cc2ccc(Cl)cc2)CC2CCCO2)cc1C (stereo unspecified) | -5%
CC1CCN(S(=O)(=O)c2ccc3c(ccc(=O)n3CC(=O)NCc3ccccn3)c2)CC1 | -5%
CC(C)(C)NC(=O)CSc1ncc(-c2ccc(Cl)cc2)o1 | -5%
CCN(CC)Cc1cnc2c(C(=O)N(CC)CC)cnn2c1 | 1%
CCCCNC(=O)CCc1cc2cc(OC)ccc2[nH]c1=O | ?
Cc1cc(=O)n(CC(=O)Nc2cccc(C(F)(F)F)c2)c(N2CCN(c3ccccc3)CC2)n1 | -16%
CCC(C)(C(=O)NC1CCCCC1)N(Cc1ccco1)C(=O)c1ccc2c(c1)OCO2 (stereo unspecified) | 6%
O=C1C(N2CCN(S(=O)(=O)c3ccc(Cl)s3)CC2)CCN1Cc1cccnc1 (stereo unspecified) | 1%
COc1ccc(CCNC(=O)Cn2c(-c3ccc(F)cc3)cc(C(C)=O)c2C)cc1OC | ?
COc1ccc(S(=O)(=O)Nc2ccc3n(c2=O)C[C@H]2C[C@@H]3CN(C(=O)c3ccccn3)C2)cc1 | -25%
C=CCC1(C(=O)O)CCCN(C(=O)Cc2c[nH]c(=O)n(C)c2=O)C1 (stereo unspecified) | 39%[activator]
Cc1ccc(Sc2ccc(F)cc2)nc1 | -5%
O=C(NC1C[C@H]2CC[C@@H](C1)N2C(=O)Cc1ccccc1Cl)c1ccncc1 (stereo partly specified) | -5%
Cc1ccnn1CCC(=O)Nc1nn(C)c2cccc(N3CCOCC3)c12 | 28µM*
CS(=O)(=O)N1CCCC(C(=O)Nc2ccc(SC3CCCC3)cc2)C1 (stereo unspecified) | 7%
CN(Cc1ccccc1)C(=O)Cn1c2c(c(=O)n1Cc1ccccc1)CCN(Cc1ccccc1)C2 | ?
O=C(Cc1cccc(F)c1)NCC(=O)N1CCCCCCNC(=O)CC1c1ccccc1 (stereo unspecified) | -10%
N/C(=N\OC(=O)COc1ccc(Br)cc1)c1cccc([N+](=O)[O-])c1 | 3%
CCOC(=O)C1CCN(C(=O)C2COC3(CCC(C)CC3)N2C(=O)c2ccccc2F)CC1 (stereo unspecified) | 6%
COc1ccccc1-n1cc(C(=O)NC[C@@H]2C[C@H](F)CN2)cn1 | 0%
CN1CC2(CCN(Cc3ccccn3)CC2)CC1C(=O)N1CCOCC1 (stereo unspecified) | 20µM*
Cc1ccccc1CN1CCCN(c2cccc(C(=O)NCc3ccc4c(c3)OCO4)c2)C1=O | 5%
CCOc1ccc(-c2nc(CN3CCN(C(=O)Nc4ccccc4OC)CC3)c(C)o2)cc1 | 5%
O=C(CCn1ccn2nc3c(c2c1=O)CCCC3)Nc1ccc(F)cc1F | -1%
COc1ccc(S(=O)(=O)N(CC(=O)NC2CCCCC2)c2ccc(F)cc2)cc1 | -9%
COc1nccc(N2CCC(CC(=O)NCc3ccc(F)c(Cl)c3)CC2)n1 | 3%
O=C(C1CC1)N1CCCC(Cc2noc(-c3ccccc3)n2)C1 (stereo unspecified) | -16%

Sorted by value in KDM5B inhibitor (high to low): 3 of the compounds above
SMILES | KDM5B inhibitor
COc1nccc(N2CCC(CC(=O)NCc3ccc(F)c(Cl)c3)CC2)n1 | 3%
O=C(Cc1cccc(F)c1)NCC(=O)N1CCCCCCNC(=O)CC1c1ccccc1 (stereo unspecified) | -10%
O=C(C1CC1)N1CCCC(Cc2noc(-c3ccccc3)n2)C1 (stereo unspecified) | -16%

Other entries follow.
SMILES | KDM5B inhibitor
O=C(CN1C(=O)CCc2cc(S(=O)(=O)N3CCOCC3)ccc21)Nc1cccc(Cl)c1 | -8%
COc1cccc(-c2cn3c(n2)N(C(=O)c2cnccn2)CCC3)c1 | ?
COc1ccccc1Oc1c(C)oc2cc(OCC(=O)Nc3cccc(C)c3C)ccc2c1=O | 7%
CCc1noc(-c2cn(C3CCN(C(=O)c4cccc(C)c4)CC3)nn2)n1 | -14%
CC(C)NC(=O)N1CCCCCC1CN1CCCC1 (stereo unspecified) | ?
CCCNC(=O)CC1COCCN1C(=O)CCc1c(C)nc(=O)[nH]c1C (stereo unspecified) | ?
CCN(CC)Cc1ccc2c(c1)CN(C(=O)N(CC)CC)CCO2 | -32%
CC(N)C1CC2CCC1C2 (stereo unspecified) | -17%
COCCNC(=O)c1coc(COc2ccc3c(c2)C(c2cccc(F)c2)N(C(=O)C2CC2)CC3)n1 (stereo unspecified) | -1%
COc1ccc(C)cc1NC(=O)NC1CCCCCCC1 | 12%
COc1ccc(-c2nnc3ccc(N(C)Cc4ccccc4)nn23)nc1 | ?
CCn1ccc2cc(S(=O)(=O)N3CCCN(C(=O)Nc4ccc(C)cc4)CC3)ccc21 | 2%
COc1ccc(-c2nc3c(c(=O)[nH]2)CCN(C(=O)c2nccc4ccccc24)C3)cc1 | ?
Cc1noc(C)c1-c1ccc2c(n1)CN(Cc1nc3ccccc3s1)C(=O)CO2 | -2%[86.2 µM]
COc1cccc(NC(=O)COc2cccc(-c3nnc4n3CCCC4)c2)c1 | -1%
COc1ccc(C2(C(=O)N3CCC(Cc4nc(-c5ccc(F)cc5)no4)CC3)CC2)cc1 | 9%
CC(C)C(=O)Nc1ccc(-c2nc3cc(Cl)ccc3o2)cc1 | -6%
COc1ccc(-c2ccnc(N[C@H]3CO[C@H]4[C@@H]3OC[C@@H]4NC(=O)NCc3ccccc3)n2)cc1 | 25µM*
CCN1CCN(CCCNC(=O)Cn2nc(C)n3c(cc4cc(C)ccc43)c2=O)CC1 | ?
COC(=O)C1=C(C)NC(=O)C1(NC(=O)c1cc(OC)c(OC)c(OC)c1)C(F)(F)F (stereo unspecified) | 29%&5%
CCc1nccc(CN2CCC(c3nn(C)c(=O)n3CC)CC2)n1 | 16µM*
O=C(Nc1cccc(Cl)c1)[C@@H]1COCC(=O)N1Cc1ccccc1 | 21%
CC(=O)N[C@@H](Cc1c[nH]c2ccccc12)C(=O)NCc1ccccc1 | 8%
CC1Sc2ccc(C(=O)NCc3cccc(C(F)(F)F)c3)cc2NC1=O (stereo unspecified) | 34%
CCc1ccc(N2CCn3c2nc2c3c(=O)n(C/C=C/c3ccccc3)c(=O)n2C)cc1 | -25%
COC[C@H]1CCCN1C(=O)C[C@@H]1O[C@H](CNC(=O)c2ccco2)[C@@H](O)[C@H]1O | -7%[86.2 µM]
O=[N+]([O-])c1ccccc1-c1ncc[nH]1 | -16%[230 µM]
Cc1nc2nc(N)nn2c(C)c1CCC(=O)NCCC(C)C | ?
COCc1nc2nccc(-c3cc(OC)c(OC)c(OC)c3)n2n1 | -15%
COc1ccc(C(=O)n2nc(-c3ccc(Cl)cc3)nc2NCc2ccco2)cc1 | -11%
COc1ccc(C2CCCN2CC(O)COc2ccccc2C(C)C)cc1 (stereo unspecified) | -7%
O=C(c1ccc(-c2cccc(F)c2)nc1)N1CCCC(c2ccccc2)CC1 (stereo unspecified) | -24%
O=C(N1CCC(c2noc(C3CC3)n2)C1)C1(c2ccccc2)CC1 (stereo unspecified) | 8%
Cc1ccc(S(=O)(=O)N2CCN(CCNC(=O)c3ccc(C(F)(F)F)cc3)CC2)cc1 | -14%
CC1CCN(S(=O)(=O)c2ccc3c(c2)n(C)c(=O)n3C)CC1 | 5%
Cc1ccc(-n2c3c(c(=O)[nH]c2=O)C(C(F)(F)F)(C(F)(F)F)N=C(c2ccco2)N3)cc1 | 8%
Cc1ccc(CNCc2ccc(-c3ccc(F)cc3)o2)cc1 | -20%
O=C(Nc1c(C(=O)c2ccc(F)cc2)oc2ccccc12)c1cc(-c2ccccc2)on1 | -33%
COC(=O)c1c(NC(=O)COc2ccc(Cl)cc2C)sc2c1CCCCC2 | ?
CN(C)c1ncnc2sc3c(c12)CCN(Cc1ccncc1)C3 | ?
CC(C)(C)C(=O)N1CC[C@H]2CC(=O)N(C3CCCCC3)CC[C@H]2C1 | 24%[86.2 µM]
COCCn1c(C)cc(C(=O)CSc2nc3ccc(OC)cc3[nH]2)c1C | -11%
CCc1noc(-c2cccn3c(CNC(=O)c4cccc(Cl)c4)nnc23)n1 | 32µM*
O=C(NCCS(=O)(=O)N1CCN(c2cccc(Cl)c2)CC1)C(c1ccccc1)c1ccccc1 | -7%
COCCn1c(CO)nnc1C1CC(NC(=O)c2ccoc2C)C1 (stereo unspecified) | -21%
CCOCCCNC(=O)CSCc1nc(-c2ccc(OC)c(OC)c2)oc1C | ?
Cc1cccc(NC(=O)Cc2csc(COc3cccc(C)c3)n2)c1 | -13%
O=C(CNC(=O)c1cccs1)N/N=C/c1cccc(Br)c1 | 22%
CC(C)c1ccccc1NC(=O)c1nn(Cc2ccccc2)c(=O)c2ccccc12 | -1%
Cc1cc(NC(=O)c2cc(-c3ccncc3)nc3ccccc23)nn1C | -12%
CCOc1ccccc1NC(=O)c1c(NCc2sccc2C)sc2c1CCCCC2 | 21%
O=C1COCC2(CN1Cc1ccccc1)CN(c1cccnc1)C2 | ?
CC(N(C)C(=O)Cc1cccc(F)c1)C(C)(C)C (stereo unspecified) | -4%
CC(C)CC(=O)NN=C1CCC(C(C)(C)C)CC1 (stereo unspecified) | -9%
CCc1ccccc1NC(=O)c1sc2nc3n(c(=O)c2c1C)CCC3 | 26%
COC1CCCN(Cc2cn(-c3ccc(F)cc3)nc2-c2ccccc2Cl)C1 (stereo unspecified) | -6%
Cc1cc(NC(=O)C2CC2)sc1C(=O)NC(C)c1ccc(Cl)cc1 (stereo unspecified) | 10%
